HCMV antiviral = qHTS Assay for inhibitors of the human cytomegalovirus (HCMV); 410,000 tested, 4.5% active; activity change, negative = inhibition, % at 57.5 µM; HFF cells, HCMV-luciferase reporter, 72 h; active compounds read low; in the data active means activity change below about -60%; inconclusive means no clear call, values can overlap the other calls; inactive means above about -39%
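Luciferase read-out from HCMV-luciferase-infected HFFs (MOI 1 PFU/cell) 72 h post infection at 37C; compounds added after 16 h cell attachment; activity normalized between buffer-only basal and Salinomycin (10uM) inhibitor controls.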
Sm TGR block = qHTS Assay for the Inhibitors of Schistosoma Mansoni Peroxiredoxins; Schistosoma mansoni thioredoxin glutathione reductase (TGR), Q962Y6; Potency, µM (top dose mostly 114 µM), inactives show at the highest dose activity change, negative = inhibition, actives largely listed as inhibitors; 360,000 tested, 3% active; purified TGR, DTNB reduction, TNB absorbance 405 nm; further: potency means the concentration at half of the fitted maximal effect; nearly all actives have a fitted effect of over 60% in size
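TGR 20 nM + NADPH 100 uM (dispensed conc.), cpd preinc 15 min RT; start with NADPH (500 uM addition) then DTNB (15 mM addition). Kinetic TNB absorbance, 405 nm filter. Four-parameter Hill fit across titration.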
AmpC inh no detg = qHTS Inhibitors of AmpC Beta-Lactamase (assay without detergent) | Potency, µM (doses to about 57.1 µM), for inactives: top-dose activity change, negative = inhibition, hits mostly inhibitors | 330,000 tested, 0.52% active | AID 485341, 2010 | AmpC nitrocefin hydrolysis, absorbance 480 nm, 0.0001% Triton;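 further: potency means the concentration at half of the fitted maximal effect; plate controls were no compound for no effect and no enzyme for full effect; nearly all actives have a fitted effect of over 20% in size; some results filed as inactive show a strong effect at the top dose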
Target sequence (P00811 whole entry, looked up): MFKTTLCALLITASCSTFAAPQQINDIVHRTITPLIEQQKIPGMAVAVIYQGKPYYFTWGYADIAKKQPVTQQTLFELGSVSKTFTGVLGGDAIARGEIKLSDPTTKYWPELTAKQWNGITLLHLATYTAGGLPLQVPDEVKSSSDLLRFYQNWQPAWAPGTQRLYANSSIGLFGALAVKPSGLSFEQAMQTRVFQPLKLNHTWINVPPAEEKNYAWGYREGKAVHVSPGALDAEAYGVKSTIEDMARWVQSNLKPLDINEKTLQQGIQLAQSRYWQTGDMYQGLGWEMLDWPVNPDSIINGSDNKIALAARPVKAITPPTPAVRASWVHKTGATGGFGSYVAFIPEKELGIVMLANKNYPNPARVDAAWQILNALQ
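AmpC (5.3 nM in the dispensed reagent) in 20 mM phosphate pH 7.0 with 0.01% (detergent screen) or 0.0001% Triton X-100 was preincubated with compounds for 15 min at room temperature. Nitrocefin was then added from an 800 uM solution, and hydrolysis was followed at 480 nm.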
FBPA Giardia inh = qHTS Assay for Inhibitors of Fructose-1,6-bisphosphate Aldolase from Giardia Lamblia | 290,000 tested, 0.71% active | A8B2U2 | Potency, µM (highest dose often 59.6 µM), for inactives: at the highest dose activity, negative = inhibition, actives largely listed as inhibitors | purified Giardia FBPA | AID 2451, 2010; further: potency means the concentration at half of the fitted maximal effect; nearly all actives have a fitted effect of over 55% in size
Target sequence (A8B2U2 whole entry, looked up): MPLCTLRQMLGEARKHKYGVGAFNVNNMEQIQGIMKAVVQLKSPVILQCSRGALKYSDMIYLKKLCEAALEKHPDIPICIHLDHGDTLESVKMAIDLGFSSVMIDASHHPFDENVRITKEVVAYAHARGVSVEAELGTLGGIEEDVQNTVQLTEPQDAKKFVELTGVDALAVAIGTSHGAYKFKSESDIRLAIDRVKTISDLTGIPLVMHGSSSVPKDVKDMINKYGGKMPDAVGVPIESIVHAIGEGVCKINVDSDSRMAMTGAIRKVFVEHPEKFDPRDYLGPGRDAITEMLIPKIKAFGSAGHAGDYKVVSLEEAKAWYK
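Giardia FBPA (40 nM reagent) was preincubated 10 min at RT with compound (up to 57.5 uM final), then substrate plus GAPDH/TPI/NAD/arsenate coupling system with diaphorase/resazurin was added; resorufin fluorescence (525/598 nm) was read after 20 min.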
AMA1-RON2 inh = qHTS for Inhibitors of AMA1-RON; Towards Development of Antimalarial Drug Lead: Primary Screen | Potency, µM (top dose mostly 58.2 µM), without a hit: at the highest dose activity change, negative = inhibition, hits mostly inhibitors | 360,000 tested, 0.2% active | AID 720542, 2013 | AlphaScreen AMA1-biotinylated RON2 peptide binding | Plasmodium falciparum AMA1 (3D7) - RON2 peptide interaction;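 further: potency means the concentration at half of the fitted maximal effect; 0% = vehicle wells and -100% = peptide control; nearly all actives have a fitted effect of over 45% in size; some results filed as inactive show a strong effect at the top dose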
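AMA1 (3D7) with his tag at 25 nM final met compounds first, then biotinylated RON2 peptide at 25 nM; detection used donor plus acceptor beads, 10 µg/mL apiece, read by AlphaScreen after 30 min at room temperature.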
AmpC inh detg = qHTS Inhibitors of AmpC Beta-Lactamase (assay with detergent); P00811; AID 485294, 2010; Potency, µM (series often up to 114 µM), inactives show at the highest dose activity change, negative = inhibition, actives largely listed as inhibitors; 370,000 tested, 0.041% active; AmpC hydrolysis of nitrocefin, absorbance 480 nm, 0.01% Triton;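 further: potency means the concentration at half of the fitted maximal effect; 0% = no-compound wells and -100% = no-enzyme wells; nearly all actives have a fitted effect of over 25% in size; some results filed as inactive show a strong effect at the top dose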
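AmpC (5.3 nM in the dispensed reagent) in 20 mM phosphate pH 7.0 with 0.01% (detergent screen) or 0.0001% Triton X-100 was preincubated with compounds for 15 min at room temperature. Nitrocefin was then added from an 800 uM solution, and hydrolysis was followed at 480 nm.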
* hit, by the source's call; ? = inconclusive; nt = not tested or not shown; & = joins results of further samples; [ ] = another dose, or the depositor's remark. Unless noted, the call rests on the fitted dose curve; in most records, active means well fitted curve in the direction sought with a large enough effect; inconclusive means small, poorly fitted or top-dose-only effect, or another doubt; inactive means no such curve, though single readings can be large; an effect the other way counts as inactive or inconclusive. Unless noted, on the % scale 0 is the no-effect control and ±100 the full control effect.

SMILES	HCMV antiviral	Sm TGR block	AmpC inh no detg	FBPA Giardia inh	AMA1-RON2 inh	AmpC inh detg
C=CCn1c(COc2cccc(C)c2)nnc1SC(C)C(=O)NC1CC1 (stereo unspecified)	-28	-19%	24%	nt	86%[activator]	0%
O=C(CSc1nc(-c2ccccc2)nc2c1Cc1ccccc1O2)N1CCCCC1	16	5%	nt	nt	nt	9%
COc1ccc(OCC(=O)Nc2ccccc2C(=O)NC2CC2)cc1	-2	4%	-18%	nt	-4%	-2%
Cc1cccc(CN2C(=O)N/C(=C/c3ccc(C)s3)C2=O)c1	2	-34%	-21%	0%	1%	-2%
COc1ccccc1C1CCN(c2ccc([N+](=O)[O-])cn2)CC1	-10	28%	-9%	0%	-24%	-1%
Cc1ccc(/C=C2\SC(=S)N(CCCC(=O)Nc3nccs3)C2=O)cc1	?	-3%	-24%	0%	-2%	?
CCOc1ccc(OCC)c(NS(=O)(=O)c2ccc(-c3coc(C)n3)cc2)c1	?	13%	nt	nt	nt	4%
CCO[C@@H]1OC(C(=O)O)=C[C@H](c2ccc(C(F)(F)F)cc2)[C@H]1CCCO	4	4%	20%	11%	1%	2%
CCc1ccc(NC(=O)c2sc3nc(C)c(Cl)c(C)c3c2N)cc1	59	4%	nt	nt	nt	0%
CC1=C(C)[N+](=O)C2CCCCC2N1[O-] (stereo unspecified)	-24	3%	-5%	3%	10%	-12%
Cc1c(C(=O)N(Cc2ccc(N(C)C)cc2)C2CCS(=O)(=O)C2)oc2ccccc12 (stereo unspecified)	15&8	-10%&-1%	83%[activator]	-12%	-30%	?
COc1ccc(OC)c(NC(=O)N2CCCC(CNS(=O)(=O)c3cccs3)C2)c1 (stereo unspecified)	-21	-16%	-17%	0%	-19%	3%
Cc1ccc(S(=O)(=O)Cn2nnnc2C(c2ccc(F)cc2)N2CCC(C(N)=O)CC2)cc1 (stereo unspecified)	20	-26%	64%[activator]	-4%	-16%	7%
O=C(NCCC1=CCCCC1)C1CCN(S(=O)(=O)c2cccc3nonc23)CC1	0	-16%	-6%	-3%	-4%	-8%
C#CC(CC)(CC)NC(=O)c1nn(-c2ccccc2Cl)c(C)cc1=O	-27	-11%	5%	11%	-4%	-6%
CCN(CC)S(=O)(=O)c1ccc(C(=O)Nc2nnc(-c3ccco3)o2)cc1	-22	4%	-27%	?	96%[activator]	5%
O=C(O)CNC1=NCCC1	nt	-9%	-2%	2%	nt	-10%
Cc1cc(C)c(S(=O)(=O)c2ccccc2)c(N(C)C)n1	-17	19%	-12%	-6%	0%	?
C=CCNC(=O)N1CCC(c2nc3ccccc3s2)CC1	-14	4%	1%	-3%	5%	-1%
O=C(c1cnn(-c2ccc(F)cc2)c1-n1cccc1)N1CCN(c2ccccc2)CC1	-16	0%	nt	nt	nt	-3%

Given with each value named: part of the list above
C=CCNC(=O)N1CCC(c2nc3ccccc3s2)CC1
  HCMV antiviral: -14
  Sm TGR block: 4%
  AmpC inh no detg: 1%
  FBPA Giardia inh: -3%
  AMA1-RON2 inh: 5%
  AmpC inh detg: -1%
O=C(c1cnn(-c2ccc(F)cc2)c1-n1cccc1)N1CCN(c2ccccc2)CC1
  HCMV antiviral: -16
  Sm TGR block: 0%
  AmpC inh no detg: nt
  FBPA Giardia inh: nt
  AMA1-RON2 inh: nt
  AmpC inh detg: -3%

Going on with the list.
SMILES	HCMV antiviral	Sm TGR block	AmpC inh no detg	FBPA Giardia inh	AMA1-RON2 inh	AmpC inh detg
CCOC(=O)Cc1csc(NC(=O)/C=C\c2ccccc2)n1	7	4%	-37%	-9%	-5%	1%
O=C(CNC(=O)CNC(=O)c1ccc(Cl)cc1Cl)NCc1cccc(Cl)c1	-37	-10%	59%	5%	21%	0%
COC(=O)C(/C=N/OCc1ccc([N+](=O)[O-])cc1)NC(=O)c1cccc(Cl)c1 (stereo unspecified)	-26	19%	-28%	0%	-7%	?
COc1ccc(/C=C/C(=O)NC(=S)N2CCN(C)CC2)cc1	?	-10%	-8%	-11%	33%[activator]	3%
Cc1cc(C(=O)N/N=C/c2ccc([N+](=O)[O-])o2)c(C)o1	-61*	?	-23%	-8%	-2%	2%
Cc1ccc(OCc2n[nH]c(=S)n2N)cc1C	5	-6%	-30%	?	50%[activator]	-7%
CC(CC(C#N)(c1ccccc1)c1ccccc1)N(C)C (stereo unspecified)	12	nt	0%	nt	-3%	nt
CCc1ccc(CNC(=O)C2CCN(c3nnc(C)c4c(C)n(-c5ccc(C)cc5)nc34)CC2)cc1	-8	2%&7%	103%[activator]	-11%	-5%	-9%&15%
CCOc1ncccc1C(=O)Nc1ccc(S(=O)(=O)Nc2cc(C)nc(C)n2)cc1	19	nt	15%	nt	-1%	nt
COc1ccc(/C=C/C(=O)OCc2csc(-c3ccccc3)n2)cc1OC	-20	2%	63%[activator]	-3%	-26%	-11%

Compound profiles (already shown):
Cc1cc(C(=O)N/N=C/c2ccc([N+](=O)[O-])o2)c(C)o1 across the screens: HCMV antiviral = -61*; Sm TGR block = ?; AmpC inh no detg = -23%; FBPA Giardia inh = -8%; AMA1-RON2 inh = -2%; AmpC inh detg = 2%
CCc1ccc(CNC(=O)C2CCN(c3nnc(C)c4c(C)n(-c5ccc(C)cc5)nc34)CC2)cc1 across the screens: HCMV antiviral = -8; Sm TGR block = 2%&7%; AmpC inh no detg = 103%[activator]; FBPA Giardia inh = -11%; AMA1-RON2 inh = -5%; AmpC inh detg = -9%&15%

Remaining list, next part:
SMILES	HCMV antiviral	Sm TGR block	AmpC inh no detg	FBPA Giardia inh	AMA1-RON2 inh	AmpC inh detg
COc1ccccc1NC(=O)CSc1nc(O)c(Cc2ccccc2)c(=O)[nH]1	0	2%	-19%	6%	-4%	0%
Cc1ccc(OC(=O)CSc2nnc(-c3cccs3)o2)cc1	3	-1%	nt	nt	nt	17%
COc1ccc2nc(-c3ccccc3)[nH]c2c1	100	1%	-29%	?	4%	?
Cc1cc(-c2nnc(-c3cccc(C(F)(F)F)c3)o2)no1	?	9%	-3%	4%	-1%	9%
NCc1ccccc1CS(=O)(=O)N1CCOCC1	-19	nt	-24%	nt	7%	nt
O=C(O)CN1C(=O)CSC1=S	-7	7%	-19%	-7%	68%[activator]	0%
Cc1cc2c(ncn2Cc2ccccc2)c([N+](=O)[O-])c1C	-15	10%	3%	-3%	-8%	7%
CCOc1ccc(Cn2nnc(C(=O)Nc3cc(C)cc(C)c3)c2N)cc1	5	4%	-22%	1%	5%	?
O=[N+]([O-])c1ccc(C2Oc3ccccc3C3CC(c4ccccc4)=NN32)s1 (stereo unspecified)	nt	40µM*	-50%	-26%	nt	6%
CC(C)n1c(SC2C(=O)CC(C)(C)CC2=O)nc2c1c(=O)n(C)c(=O)n2C	49	-24%	-7%	0%	0%	4%
COc1ccc(CNC(=O)C(c2ccco2)N(C(=O)c2csnn2)c2cccc(C)c2C)cc1 (stereo unspecified)	-9	-14%	-10%	1%	-8%	-6%
CC(C)Oc1ccc(Nc2ncnc3ccccc23)cc1	-23	nt	-45%	?	5%	-5%
Cc1cccc(OCC(O)CN2CCN(c3ccccn3)CC2)c1C (stereo unspecified)	16	4%	63%[activator]	?	-10%	-7%
CCOc1ccc(C(=O)n2cc(C(=O)OC)c3ccccc32)cc1OCC	33	7%	129%[activator]	2%	7%	?
C/C(=C\CNc1ncnc2nc[nH]c12)CO	18	nt	nt	4%	17%	nt
C/C(=N\N1C(=O)c2ccccc2NC1c1ccccc1)c1ccccc1O (stereo unspecified)	-92*	nt	-12%	2%	85%[activator]	4%
CN(Cc1ccccc1)Cc1nc2c(c(=O)n(C)c(=O)n2C)n1Cc1ccccc1Cl	-8	1%	53%	4%	-5%	1%
COC(=O)c1cccc(N2C(=O)C3C4C=CC(CC4)C3C2=O)c1 (stereo unspecified)	nt	-22%	-20%	6%	4%	-5%
O=C1c2oc3ccccc3c(=O)c2C(c2cccc(Br)c2)N1c1ccccn1 (stereo unspecified)	-4	28%	nt	nt	nt	4%
O=c1[nH]c2ccc(NS(=O)(=O)c3ccc(F)c(Cl)c3)cc2[nH]1	4	-17%	3%	-17%	-14%	-4%

4 records picked at random from those above:
SMILES	HCMV antiviral	Sm TGR block	AmpC inh no detg	FBPA Giardia inh	AMA1-RON2 inh	AmpC inh detg
O=C1c2oc3ccccc3c(=O)c2C(c2cccc(Br)c2)N1c1ccccn1 (stereo unspecified)	-4	28%	nt	nt	nt	4%
COc1ccc(CNC(=O)C(c2ccco2)N(C(=O)c2csnn2)c2cccc(C)c2C)cc1 (stereo unspecified)	-9	-14%	-10%	1%	-8%	-6%
CN(Cc1ccccc1)Cc1nc2c(c(=O)n(C)c(=O)n2C)n1Cc1ccccc1Cl	-8	1%	53%	4%	-5%	1%
Cc1cccc(OCC(O)CN2CCN(c3ccccn3)CC2)c1C (stereo unspecified)	16	4%	63%[activator]	?	-10%	-7%

Following part:
SMILES	HCMV antiviral	Sm TGR block	AmpC inh no detg	FBPA Giardia inh	AMA1-RON2 inh	AmpC inh detg
CCCCn1c(N)c(NCc2ccccc2)c(=O)[nH]c1=O	0	6%	-13%	-21%	-14%	2%
O=S(=O)(c1ccc2c(c1)nc(COc1ccc(Cl)cc1)n2CC1CCCO1)N1CCOCC1 (stereo unspecified)	-21	-25%	120%[activator]	-26%	-2%	-14%
O=C(COC(=O)CCCN1C(=O)c2cccc3cccc(c23)C1=O)NC1CCS(=O)(=O)C1 (stereo unspecified)	-9	0%	16%	nt	0%	0%
N#C/C(=C\c1ccc(OCC(N)=O)cc1)c1ccccc1	-30	-2%	-23%	5%	-5%	-5%
Cc1cc(N2CCCC2)c(F)cc1/C=C\[N+](=O)[O-]	-4	-25%	24%	9%	1%	5%
O=C(NC1CCCC1)C(c1ccncc1)N(Cc1ccccc1F)C(=O)c1csnn1 (stereo unspecified)	?	-18%	16%	13%	-13%	-5%
CCOC1=NN(c2ncc(C(F)(F)F)cc2Cl)C(=O)C1	?	7%	-19%	3%	5%	3%
COC(=O)c1sc2cccc(F)c2c1S(=O)(=O)Nc1cc(OC)cc(OC)c1	9	8%	nt	nt	nt	10%
Cc1ccccc1Nc1nc(N)nc(CSc2n[nH]c(N)n2)n1	?	-4%	-21%	4%	-5%	-4%
Cc1ccc(C)c(/C(O)=C2\C(=O)C(=O)N(CCCN3CCOCC3)C2c2cccnc2)c1 (stereo unspecified)	12	28µM*	-24%	2%	-8%	-18%
COC(=O)c1cc(OCC(=O)Nc2ccc3c(c2)CCC3)cc(C(=O)OC)c1	-6	nt	-16%	nt	-4%	nt
